# K1F lysis inhibition – inhibition of K1F phage lysis, E. coli UTI89, bacterial capsule biogenesis inhibitors, alamar blue (AID 488966); E. coli UTI89 K1F phage lysis, alamar blue, 2 h; higher % means a stronger effect; inhibition, % at 100 µM, or IC50 in µM where a hit was titrated; 340,000 compounds, 0.02% hits;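 active means phage lysis inhibition, versus mean bacterial control, above a set limit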;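 further: capsule biogenesis inhibitors block K1F phage lysis so surviving cells raise fluorescence; higher fluorescence means more inhibition of phage lysis; actives were called in the ten point dose series up to 300 µM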
# The depositor's hits bear a star; i = inactive; [ ] = remark or other dose. These rows are one share of the data (hit frequency here may not be typical).
SMILES,K1F lysis inhibition
CCOC(=O)c1c(S(=O)(=O)NCC(=O)N2CCN(c3cccc(OC)c3)CC2)c(C)n(C)c1C,0.3%
O=C(/C=C/c1cccc(C(F)(F)F)c1)OCC(=O)N1CCN(c2ccccc2)CC1,1.3%
CC(OC(=O)C1CC1C)C(=O)Nc1ncc(Cl)cc1Cl (stereo not given),0.8%[50 µM]
O=C(COc1ccc2c(c1)CCC2)N1CCN(c2ccc(F)cc2)CC1,0.0%
CC1CN(Cc2ccco2)C(=S)NC1=O (stereo not given),0.6%
c1nc(NCc2ccc3c(c2)OCO3)c2cc(-c3ccoc3)ccc2n1,0.7%
Cc1ccc(NC(=O)C2CCN(C(=O)c3ccco3)CC2)cc1,-0.2%
CCOc1ccc(-c2nnc(SCC(=O)NC(C)(C)C)nc2-c2ccc(OCC)c(OC)c2)cc1OC,0.1%
CCN(C[C@H]1N[C@@](C)(C(=O)OC)[C@H]2C(=O)N(C)C(=O)[C@@H]12)S(=O)(=O)c1ccccc1,0.0%
O=C(NCc1ccc(F)cc1)C1CCN(C(=O)Nc2ccc(F)cc2)CC1,0.2%
O=C(C1=C(O)C(=O)N(CCN2CCOCC2)C1c1ccc([N+](=O)[O-])cc1)c1cccs1 (stereo not given),0.0%
Cc1ccc(Oc2ccc(OCC(=O)NC3CCS(=O)(=O)C3)cc2)cc1 (stereo not given),0.2%
COc1ccc(S(=O)(=O)N2CCOCC2)cc1NC(=O)c1ccc(OC(F)F)cc1,0.6%[50 µM]
Cn1cc(/C=C/c2cc[n+](C)cc2)c2cc(F)ccc21,0.1%
CCn1nc(C(=O)NNS(=O)(=O)c2cc(/C=C/C(=O)O)cc(OC)c2OC)c2ccccc2c1=O,-1.5%

# Brought forward from above: seven compounds, followed by the next part.
SMILES,K1F lysis inhibition
CCN(C[C@H]1N[C@@](C)(C(=O)OC)[C@H]2C(=O)N(C)C(=O)[C@@H]12)S(=O)(=O)c1ccccc1,0.0%
O=C(NCc1ccc(F)cc1)C1CCN(C(=O)Nc2ccc(F)cc2)CC1,0.2%
O=C(C1=C(O)C(=O)N(CCN2CCOCC2)C1c1ccc([N+](=O)[O-])cc1)c1cccs1 (stereo not given),0.0%
Cc1ccc(Oc2ccc(OCC(=O)NC3CCS(=O)(=O)C3)cc2)cc1 (stereo not given),0.2%
COc1ccc(S(=O)(=O)N2CCOCC2)cc1NC(=O)c1ccc(OC(F)F)cc1,0.6%[50 µM]
Cn1cc(/C=C/c2cc[n+](C)cc2)c2cc(F)ccc21,0.1%
CCn1nc(C(=O)NNS(=O)(=O)c2cc(/C=C/C(=O)O)cc(OC)c2OC)c2ccccc2c1=O,-1.5%
CC(NC(=O)c1ccc2ccccc2n1)c1ccc(Br)cc1 (stereo not given),0.2%
O=C(c1ccccc1Cc1ccccc1)N1CCN(S(=O)(=O)c2ccccc2Br)CC1,-0.4%[50 µM]
CC[C@H]1C=C[C@@H](C(C(=O)OC)C(=O)OC)CN1C(C)=O,0.2%
Cc1cc(NC(=O)CN2C(=O)N(C)C3(CCCCC3)C2=O)ccc1Br,1.5%[50 µM]
Cc1cc(OC(C)C(=O)NC2CC(C)(C)NC(C)(C)C2)c2c(C)cc(=O)oc2c1 (stereo not given),-0.1%
CSc1ccccc1NC(=O)C1=CC(c2cccs2)=NS(=O)(=O)N1C,-0.2%
C=CCN1C(=O)c2ccc(C(=O)OCC(=O)Nc3ccc(S(N)(=O)=O)cc3)cc2C1=O,0.7%[50 µM]
O=C(COc1ccc2c(c1)oc(=O)c1ccccc12)NCCN1CCOCC1,0.3%
Cc1cc(C)cc(N(CC(=O)Nc2ccc(C)cc2Cl)S(=O)(=O)c2c(C)[nH]c(=O)[nH]c2=O)c1,-0.4%
O=C(CN1CCc2cc3c(cc2C1)OCCCO3)Nc1cccc([N+](=O)[O-])c1,1.0%
O=S(=O)(c1cccs1)N1CCN(c2ccc(F)cc2)CC1,0.1%
CC1CCN(C2=NN3C(=N)/C(=C\c4ccc(OC(=O)c5ccco5)cc4)C(=O)N=C3S2)CC1,2.2%
CCOC(=O)C1=C(C)NC(=O)NC1c1c(OC)ccc2ccccc12 (stereo not given),-1.1%
CC(C)CC(C(=O)NC1CCCCC1)N(Cc1ccccc1)C(=O)c1snc(C(N)=O)c1N (stereo not given),0.0%
CCN1CCN(C(=O)c2cccc(OC3CCN(S(C)(=O)=O)CC3)c2)[C@@H](C)C1=O,1.2%[50 µM]
C[n+]1c(-c2ccccc2)cc2c(=Cc3ccccc3)c3ccccc3n21,3.6%
O=C(O)c1cc([N+](=O)[O-])ccc1NCc1ccccn1,0.0%
COc1cc2cc(C(=O)N/N=C/c3ccc(F)cc3)[nH]c2cc1OC,0.2%
Cc1cc(C)cc(NC(=O)COC(=O)COc2cccc3c2OC(C)(C)C3)c1,0.4%[50 µM]
Cc1ccccc1-c1cc2nc(C)c(C)c(=O)n2[nH]1,0.2%
CC1CCN(CCCNS(=O)(=O)c2cc(Br)cc3c2N(C(=O)C2CC2)CC3)CC1,0.0%
C=CCOc1ccc(/C=C2\SC(=S)N(NS(=O)(=O)c3ccc(C)cc3)C2=O)cc1,0.1%
O=C(O)c1ccccc1C(=O)NCc1c(Cl)cccc1Sc1ccc(Cl)cc1,0.4%
Cc1cn(CC(=O)NCCc2c[nH]c3ccccc23)c(=O)[nH]c1=O,1.2%
Cc1cc(C(=O)N2CCN(c3ccccc3O)CC2)c(C)o1,0.0%[50 µM]
CC(C)(C)n1nc2c(c1NC(=O)c1cc([N+](=O)[O-])ccc1Cl)CS(=O)(=O)C2,0.0%
CCc1c(O)nc(SCC(=O)Nc2ccccc2C)n(-c2ccc(C)cc2)c1=O,0.3%
O=C(CCC(=O)N1CCOc2ccc(Cl)cc21)NCCCN1CCOCC1,-0.9%
O=C(NCc1cccnc1)c1ccc(NC(=O)c2ccc([N+](=O)[O-])cc2)cc1,0.6%[50 µM]
Cc1c(C)c2ccc(OCC(=O)NC(Cc3c[nH]c4ccc(O)cc34)C(=O)O)c(C)c2oc1=O (stereo not given),0.1%
O=S(=O)(Nc1ccc(C(F)(F)F)cc1)c1cccs1,1.5%
Cc1ccc(-n2ncc3c2CCCC3NC(=O)c2cnccn2)cc1C (stereo not given),-0.2%
CCc1nc2ccccc2c(C(=O)OCC(=O)N2CC(C)OC(C)C2)c1C (stereo not given),1.0%[50 µM]
CC(C)(CNc1ccc(C(F)(F)F)cc1[N+](=O)[O-])N1CCOCC1,0.0%
COc1ccccc1CNC(=O)C1CCN(S(=O)(=O)c2cccc([N+](=O)[O-])c2)CC1,1.4%
Cc1nc2ccccc2c(=O)n1NC(=O)c1ccc(Cl)cc1,-0.9%[50 µM]
CN(C)C(CNC(=O)c1ccc(C(F)(F)F)cc1)c1ccco1 (stereo not given),1.0%[50 µM]
CC(=O)C1(O)CCC2C3CCC4CC(=O)CCC4(C)C3C(=O)CC21C (stereo not given),-1.1%
CC(OC(=O)C1CCC1)C(=O)Nc1cc(Cl)cc(Cl)c1 (stereo not given),0.0%[50 µM]
Cc1nn2c(=O)cc(CSCC(=O)Nc3ccccc3Cl)nc2s1,0.0%
CCC(=O)Nc1ccc(NC(=O)c2ccc3ccccc3c2)cc1,-0.3%
N#CC1(NC(=O)COC(=O)C2=COCCO2)CCCCC1,-0.1%
CCOC(=O)C1(Cc2cccc(Cl)c2)CCCN(C(=O)CCNC(C)=O)C1 (stereo not given),-0.8%
CC(=O)C(C(C)=O)c1cc(NS(=O)(=O)c2ccccc2)ccc1NS(=O)(=O)c1ccccc1,-0.6%
O=C(CCNC(=O)c1ccco1)Nc1ccc(OC(F)(F)F)cc1,0.3%
Cc1ccc(C)c(C(=O)CSc2nc(C)cc(=O)[nH]2)c1,2.9%
CN(CC(=O)N1CCN(Cc2ccccc2)CC1)S(=O)(=O)c1ccc(F)cc1,0.1%[50 µM]
Cc1ccsc1C(=O)OC(C)C(=O)NC1CCCCC1C (stereo not given),1.0%[50 µM]
O=C(NCc1ccccn1)c1cccc(S(=O)(=O)Nc2ccc(F)cc2)c1,1.4%[50 µM]
Cc1ccccc1-n1c(SCC(=O)Nc2c(C)cccc2C)nc(O)cc1=O,-0.2%
COCCNC(=O)c1ccc2c(c1)ncn2-c1ccc(C)c(Cl)c1,0.1%
Cc1cccc(-n2cc(-c3ccccc3)[nH]c2=S)c1,0.1%
CNc1ccc([N+](=O)[O-])cc1,5.3%
CCc1ccc(NC(=O)Cn2ccn(-c3cccc(Cl)c3)c(=O)c2=O)cc1,6.8%
O=C(Cn1cnc2c(nc3n2CCCCC3)c1=O)Nc1cccc(C(F)(F)F)c1,0.2%
CCC1(c2ccccc2)NC(=O)N(CC(=O)Nc2ccc(S(=O)(=O)Nc3ncccn3)cc2)C1=O (stereo not given),1.3%[50 µM]
CCc1nn(CC(=O)NCc2ccccc2Cl)c(=O)c2cccn12,0.1%
COc1ccc(CNC(=O)CNC(=O)c2ccc(C(C)(C)C)cc2)cc1OC,0.2%
Nc1nc(SCc2cccc(Br)c2)n[nH]1,-1.5%
CC(OC(=O)CCNS(=O)(=O)c1ccccc1)C(=O)Nc1ccc(S(=O)(=O)N2CCCCC2)cc1 (stereo not given),0.0%[50 µM]
# (more compounds)
SMILES,K1F lysis inhibition
CCOc1ccccc1-n1nnnc1SCC(=O)NCC1(N2CCOCC2)CCCCC1,-0.2%[50 µM]
Cc1c(Cl)ccc2sc(NC(=O)C3CC3)nc12,0.2%
Cc1ccc(-c2csc3ncnc(N4CCN(S(=O)(=O)c5cccs5)CC4)c23)cc1,0.1%[50 µM]
Nc1nccnc1C(=O)OCC(=O)NC1CCCc2ccccc21 (stereo not given),0.7%[50 µM]
O=c1[nH]c(Nc2ccccc2Cl)cc2ccccc12,-1.3%
CCCCC[C@@H]1C=C(C(=O)O)[C@H](c2cccc(C)c2)N1S(=O)(=O)c1ccc(C)cc1,0.0%
COc1ccc(/C=C(\NC(=O)c2ccc(OC)cc2)C(=O)N2CCCCC2)cc1,-0.8%
CNC(=O)COC(=O)C1CCN(S(=O)(=O)c2ccc3c(c2)OCCO3)CC1,-0.6%
CN1CCN(C(=O)c2cccn(Cc3c(Cl)cccc3Cl)c2=O)CC1,0.2%
O=c1[nH]c2ccc(Br)cc2o1,-3.4%
Cc1ccc(/C=N/NC(=O)c2ccc(OC3CCCC3)cc2)o1,-0.1%
O=C(O)CCC1(CCC(=O)O)CCCC(CCC(=O)O)(CCC(=O)O)C1=O,-0.7%
Cc1ccc(Cn2cc(CCC(=O)O)c3ccccc32)cc1,-0.1%
Cc1ccc(S(=O)(=O)NC(=O)c2cccc(Br)c2)cc1,-0.2%
COc1ccc(S(=O)(=O)Nc2c(C(=O)O)[nH]c3ccccc23)cc1,0.2%
CCCCOc1ccc(C(=O)NCC(=O)N2CCN(Cc3ccc4c(c3)OCO4)CC2)cc1,1.0%[50 µM]
COc1ccc(C2=NOC(C3(S(=O)(=O)c4ccccc4)CC(O)C3)C2)cc1 (stereo not given),1.8%
COc1ccc(OCC(=O)N(Cc2cccs2)C2CCS(=O)(=O)C2)cc1 (stereo not given),-0.1%
COc1ccc(/C(C)=N/NC(=O)CNC(=O)/C=C\c2ccccc2OC)c(OC)c1,0.0%
CC(Nc1ccnc2cc(Cl)ccc12)c1ccc(S(N)(=O)=O)cc1 (stereo not given),0.0%
CN(C)c1ccc(NC(=O)Nc2ccc3c(c2)nnn3C)cc1,4.2%
COc1ccccc1CNS(=O)(=O)c1ccc2c(c1)CCCN2C(C)=O,0.0%
CCOc1ccc(S(=O)(=O)N2CCCCC2)cc1NC(=O)c1cccnc1OCC,0.2%[50 µM]
CC/C=C(\NC(C)=O)c1ccccc1,1.3%
CCOC(=O)N1CCN(C2CCCN(C(=O)c3ccccc3N(C)C)C2)CC1 (stereo not given),0.0%
Cc1ccsc1CN(C)C(=O)CN1C(=O)NC(c2ccccc2)(c2ccccc2)C1=O,0.2%[50 µM]
Cn1c(=O)c(=O)n(C)c2cc(S(=O)(=O)CCC(=O)Nc3c(F)c(F)c(F)c(F)c3F)ccc21,0.2%
COc1ccc(OC)cc1,4.3%
O=C(O)CN1C(=O)/C(=C\c2cccc(OCc3ccccc3F)c2)SC1=S,0.1%
O=C(NC1(C(=O)O)CCCC1)c1ccccc1,-1.0%
Cn1ncc2c(Nc3ccc(Cl)c(Cl)c3)ncnc21,1.3%
COc1ccc(/C=C2\SC(=S)N(CCC(=O)NC3C=CS(=O)(=O)C3)C2=O)cc1 (stereo not given),0.1%
Clc1ccccc1NCSC1=NCCS1,-2.3%
Cc1cc(C)n2nc(C(=O)OCC(=O)N(C)CC(=O)Nc3ccc(F)cc3)nc2n1,0.4%[50 µM]
NC(=O)c1cc([N+](=O)[O-])ccc1N1CCN(Cc2ccccc2)CC1,i
Cc1ccc(/C(O)=C2/C(=O)C(=O)N(CC(=O)O)C2c2ccc([N+](=O)[O-])cc2)cc1 (stereo not given),0.0%
Cc1ccc(N(C)S(=O)(=O)c2cccc(C(=O)Nc3ccc(N4CCOCC4)cc3)c2)cc1,0.1%[50 µM]
CC(=O)N(C)c1ccc(NC(=O)Cc2cccs2)cc1,-2.2%
O=C(CCS(=O)(=O)c1ccccc1)N(CCCN1CCOCC1)c1nc2c(F)cccc2s1,-1.4%
CCC(=O)Nc1ccc(C2=Nn3c(nnc3C(C)C)SC2)cc1,0.2%
CCOC(=O)C1CCN(C(=O)COC(=O)c2cc([N+](=O)[O-])ccc2N2CCOCC2)CC1,1.7%[50 µM]
NC(=O)c1ccccc1NC(=O)CN1CCN(Cc2ccccc2)CC1,0.3%
O=C(NC1CC1)C1CC(=O)N(c2cccc(Cl)c2Cl)C1 (stereo not given),-0.1%

# Shown with bars between the fields: entries from further up.
canonical_smiles | K1F lysis inhibition
NC(=O)c1ccccc1NC(=O)CN1CCN(Cc2ccccc2)CC1 | 0.3%
CCC(=O)Nc1ccc(C2=Nn3c(nnc3C(C)C)SC2)cc1 | 0.2%

# Four structures out of the list, sorted by number of heavy atoms, largest number first.
SMILES,K1F lysis inhibition
CC(OC(=O)CCNS(=O)(=O)c1ccccc1)C(=O)Nc1ccc(S(=O)(=O)N2CCCCC2)cc1 (stereo not given),0.0%[50 µM]
CCc1c(O)nc(SCC(=O)Nc2ccccc2C)n(-c2ccc(C)cc2)c1=O,0.3%
Cn1cc(/C=C/c2cc[n+](C)cc2)c2cc(F)ccc21,0.1%
Cc1ccccc1-c1cc2nc(C)c(C)c(=O)n2[nH]1,0.2%

# Bioassay records as filed in PubChem BioAssay.
